MC4R antag cAMP: human MC4R antagonism in cAMP assay; MC4R-expressing cells, MTII-stimulated cAMP, LANCE TR-FRET; inhibition, % at 6.5 µM; 360,000 tested, 0.48% active; AID 540295;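 active = inhibition above its plate's cutoff, the mean of tested wells on that plate plus 3 SD, cut at about 29% in these data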;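 note: 0% = Melanotan II alone and 100% = Melanotan II plus saturating MCL0020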
Target sequence (P32245 whole entry, looked up): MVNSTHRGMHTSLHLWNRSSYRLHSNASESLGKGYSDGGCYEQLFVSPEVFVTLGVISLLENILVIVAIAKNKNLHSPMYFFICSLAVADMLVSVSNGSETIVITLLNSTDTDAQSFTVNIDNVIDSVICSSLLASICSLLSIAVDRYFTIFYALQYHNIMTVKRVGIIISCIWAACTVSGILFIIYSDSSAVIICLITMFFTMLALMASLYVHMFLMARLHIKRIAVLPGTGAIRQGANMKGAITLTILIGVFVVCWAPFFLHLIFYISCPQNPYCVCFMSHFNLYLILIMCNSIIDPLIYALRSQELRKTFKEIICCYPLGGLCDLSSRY
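System: U2OS cells stably expressing human melanocortin 4 receptor (MC4R). Reagent: Melanotan II challenge after compound preincubation. Doses: 6.5 µM. Times: 30-min compound, 1-h challenge, 1-h detection, room temperature. Measured by: TR-FRET with Eu-cAMP and labeled anti-cAMP, 671 nm. Replicates: singlicate.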
iPSC survival up: enhancers of human iPSC single-cell survival; hiPSC single-cell survival, ATPlite luminescence; 100% = ROCK inhibitor wells, 0% = DMSO; survival enhancement, % at 20 µM; 360,000 tested, 0.044% active; in the data active = survival enhancement above about 18%;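 note: cells exposed to compounds for 16 hours before the ATP read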
ABHD5-PLIN5 inh: blocks binding of human ABHD5 to perilipin-5; Q00G26+Q8WTS1; Split G. princeps luciferase complementation, luminescence, 4 h; inhibition, % at 4 µM; 360,000 tested, 0.78% active; AID 602281;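 active = inhibition above the mean inhibition across every tested compound plus 3 SD, cut at about 22% in these data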;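 note: 0% = DMSO only wells and the 100% control is not disclosed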
m5-HT2A agonist: mouse HTR2A agonism via beta-arrestin recruitment; CHO-K1 mHTR2A beta-arrestin complementation, luminescence; percent of 30 µM serotonin response; P35363; activation, % at 7.6 µM; 360,000 tested, 0.66% active; AID 624169;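 active = activation above a run cutoff, the mean activation of all tested compounds plus 3 SD, cut at about 14% in these data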;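 note: 0% = plate median of compound wells and 100% = 30 µM serotonin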
Target sequence (P35363 whole entry, looked up): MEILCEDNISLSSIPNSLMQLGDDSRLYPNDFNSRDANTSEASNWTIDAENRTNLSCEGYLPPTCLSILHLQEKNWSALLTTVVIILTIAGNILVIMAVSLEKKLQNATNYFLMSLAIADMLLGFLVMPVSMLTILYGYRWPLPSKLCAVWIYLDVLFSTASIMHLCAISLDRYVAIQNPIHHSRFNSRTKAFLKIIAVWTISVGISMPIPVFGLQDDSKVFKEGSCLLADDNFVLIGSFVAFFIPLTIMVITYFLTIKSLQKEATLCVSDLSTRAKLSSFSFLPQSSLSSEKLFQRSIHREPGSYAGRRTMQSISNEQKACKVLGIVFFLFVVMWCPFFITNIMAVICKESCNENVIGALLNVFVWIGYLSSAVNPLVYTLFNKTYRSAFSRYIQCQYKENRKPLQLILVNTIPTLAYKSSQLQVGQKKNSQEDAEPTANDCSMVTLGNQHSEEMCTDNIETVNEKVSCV
H9c2 protect: modulators protecting cardiomyocytes from myocardial damage; H9c2 cardiomyocytes, H2O2 injury protection, ATPLite, 2 h; protection from H2O2 cell death, % at 20 µM; 360,000 tested, 0.63% active; AID 588492;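 active = compounds giving at least 50% protection of heart cells from peroxide-induced death in the single-dose screen, raw or plate-pattern-corrected value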;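 note: 0% = DMSO wells with peroxide and 100% = DMSO wells without peroxide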
MC4R ag barr: agonists of human melanocortin 4 receptor (MC4R) beta-arrestin; P32245; U2OS MC4R beta-arrestin complementation, luminescence; percent of melanotan II response, DMSO zero; activation, % at 8.9 µM; 360,000 tested, 0.98% active; AID 540308;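 active = activation above a per-plate cutoff, the mean activation of sample wells on that plate plus 3 SD, cut at about 8% in these data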
ABCB6 inh MLPCN: human ABCB6 transporter inhibition; K562-ABCB6 porphyrin accumulation, flow cytometry, 1 h; hits give low values; fluorescence ratio to DMSO, % at 10 µM; 360,000 tested, 0.19% active; AID 602162;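 active = fluorescence ratio to DMSO below 75%, the collection mean minus 3 SD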;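 note: signal is porphyrin accumulated inside mitochondria; 100% equals median channel fluorescence of DMSO control wells; lower ratio means ABCB6 inhibition with less porphyrin fluorescence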
Glyco luc inh: blocks N-linked glycosylation in D54 reporter cells; D54 ERlucT glycosylation luciferase reporter, 24 h; percent of 100 nM tunicamycin response; reporter increase, % at 12.5 µM; 360,000 tested, 0.23% active;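 active = mean luciferase reporter signal, scaled so untreated is 0 and the glycosylation-blocking control 100, at or above a set limit in every replicate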;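 note: luciferase carries N-glycosylation sites so blocking glycosylation raises the light; 0% = median of neutral control wells and 100% = median of 100 nM tunicamycin wells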
aDG glyco act: increases alpha dystroglycan glycosylation; Pro5-aDG cells, alpha-DG glycosylation AlphaScreen (IIH6); 0% Pro5, 100% B10-LARGE cell signal; activation, % at 10 µM; 360,000 tested, 0.22% active; AID 624168;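 active = activation of at least 8% versus controls, or a plate z-score of at least 8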;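 note: Pro5 are CHO cells carrying HIG-tagged alpha-DG that lacks glycosylation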
Granule exo inh: blocks lytic granule exocytosis | TALL-104 LAMP-1 surface exposure, flow cytometry; cells stimulated with thapsigargin and PMA | inhibition, % at 10 µM | 360,000 tested, 0.66% active | AID 651702;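 active = inhibition above about 55%, limit read from the data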
* = called active by the depositor; . = not tested or not shown.

smiles	MC4R antag cAMP	iPSC survival up	ABHD5-PLIN5 inh	m5-HT2A agonist	H9c2 protect	MC4R ag barr	ABCB6 inh MLPCN	Glyco luc inh	aDG glyco act	Granule exo inh
O=c1[nH]c(=O)n(Cc2ccco2)c2c1C(C(F)(F)F)(C(F)(F)F)N=C(c1ccc(F)cc1)N2	4	0.9	-3	-6	-11	-0.5	92	1	0.0	0
CCC(=O)Nc1ccc(NC(=O)c2ccco2)cc1	7	-1.5	0	0	-9	1.6	103	-2	-0.1	-2
O=C(Nc1c2c(nn1-c1ccc(F)cc1)CS(=O)(=O)C2)c1ccc(S(=O)(=O)N2CCOCC2)cc1	2	-1.4	0	4	5	-2.2	97	1	-0.2	-2
COc1ccc(Cl)cc1S(=O)(=O)n1nnc2ccccc21	-5	-2.3	6	7	0	2.1	91	0	-0.2	0
C=CCN(CC=C)C(=O)Nc1cc(OC)ccc1OC	11	0.0	6	4	-4	1.0	97	-1	0.0	-4
COCCNC(=O)C(OC(=O)c1ccco1)c1ccc(OC)cc1 (stereo not drawn)	4	-0.6	7	9	0	-2.1	97	1	-0.1	-7
COc1ccc(S(=O)(=O)N(CC(=O)N2CCN(C)CC2)c2ccc(C)cc2)cc1OC	0	0.8	-4	2	14	1.1	94	-1	-0.1	-6
Fc1ccccc1CN1CCC(Cc2ccccc2)CC1	-5	-0.1	-1	-7	-1	-0.9	90	-2	0.0	9
Cc1ccoc1C(=O)Nc1cccc2ccccc12	7	0.6	-7	5	6	-0.2	101	1	0.0	-2
O=C(C1=NOC2(C1)C(=O)Nc1ccccc12)N1CCCC1 (stereo not drawn)	.	0.2	-1	10	.	.	94	.	0.3	2
C#CCOCCOCCOCCNc1nc(N2CCOCC2)nc(N2CCN(C(=O)CCCCCCCCCCNC(=O)[C@@H]([C@H](C)O)n3cc(C)nn3)CC2)n1	0	-0.1	-5	0	-7	-1.6	93	3	-0.1	1
CSc1nc2c(c(=O)[nH]1)C(c1ccc(Br)cc1)CC(=O)N2 (stereo not drawn)	1	0.1	0	-1	1	-0.9	98	0	0.1	2
Cc1ccccc1NC(=O)Nc1cnccn1	-1	-0.3	3	4	4	-0.3	92	0	0.0	-4
CN1CCN(S(=O)(=O)c2cccc([N+](=O)[O-])c2)CC1	-2	2.6	-1	-4	-1	-2.1	99	2	-0.1	2
COc1ccc(CSC2=NCCN2)cc1Br	4	-0.3	-3	11	2	0.2	97	1	0.0	12
CCCc1nc2ccccc2n1CCOC	3	-4.7	-1	0	-2	-1.2	95	0	-0.1	-2
COc1ccc2[nH]cc(CCNS(=O)(=O)c3ccccc3)c2c1	5	2.4	3	-4	-2	-0.6	102	-1	-0.2	-1
S=C(Nc1ccc(Cl)cc1)NC1CC2CCCC(C1)N2C1CCCC1 (stereo not drawn)	-12	-1.8	11	-1	-3	0.6	100	-5	0.4	20
COc1ccc(CN(CC2CCCO2)C(=O)c2cc3ccccc3oc2=O)cc1 (stereo not drawn)	2	0.8	3	11	15	-2.6	96	-1	-0.1	-8
Cc1sc2ncnc(N3CCC(C)CC3)c2c1C	0	1.9	-4	3	-17	-1.6	89	-5	0.5	-2
Cc1cccc(C)c1N(CC(=O)Nc1cccc(N(C)S(C)(=O)=O)c1)S(C)(=O)=O	2	-2.6	5	-1	8	0.5	135	.	-0.3	0
CCOC(=O)C1CCN(C(=O)c2cc3cc(F)ccc3[nH]2)CC1	14	0.6	-2	1	-3	-0.1	95	4	0.0	-2
CCCC(C(=O)NC(C)(C)C)N(CC1CCCO1)C(=O)c1snc(C(N)=O)c1N (stereo not drawn)	0	0.1	0	-4	10	-0.6	103	1	0.3	-15
C/C(CC(=O)N(C(C)C)C(C)C)=N\NC(=O)COc1ccc(Br)cc1Br	15	-0.6	1	-1	-5	0.7	101	-2	0.1	-1
O=S(=O)(c1ccc2[nH]c3c(c2c1)CCCC3)N1CCCCC1	5	-0.4	1	-2	-10	1.5	94	-6	-0.2	-3
CN(Cc1ccccc1)c1ccc(N2C(=O)CCCC2=O)cc1[N+](=O)[O-]	-1	0.3	-1	-1	-1	-2.4	101	-1	-0.2	-2
N#C/C(=C/c1ccc(CNS(=O)(=O)c2ccccc2)o1)C(N)=O	-1	1.7	6	5	-3	-1.2	94	-2	0.0	4
Cc1cn([C@H]2C[C@H](O)[C@@H](CNCc3cccn3-c3nccs3)O2)c(=O)[nH]c1=O	1	2.8	-7	2	-4	0.3	114	3	0.2	-2
CN(C)Cc1c(O)ccc2oc(Cc3ccccc3)cc12	5	0.2	6	-8	21	0.6	119	-2	2.0	7
Cn1c(=O)c2c(nc(N3CCCCCC3)n2CCSc2nc3ccccc3o2)n(C)c1=O	-16	1.5	4	0	31	1.3	95	-1	-0.1	6
C=CC1=C2C=C(C3CC3)N(CC3CC3)C=C2C(=O)C(C)(OC(=O)c2ccco2)C1=O (stereo not drawn)	-3	2.2	-8	8	-8	-1.2	95	0	-0.1	4
Cc1ccc(SCC(=O)NCCSC(C)(C)C)cc1	13	-0.2	3	3	-8	-0.4	108	0	-0.1	10
c1ccc(CN(Cc2ccccc2)c2nn[nH]n2)cc1	4	-0.2	2	-1	8	-2.0	97	3	0.6	3
O=C(COC(=O)COc1ccccc1)Nc1ccc(OC(F)(F)F)cc1	9	2.3	2	1	0	4.3	94	0	-0.1	2
COc1ccc(C(=O)Cn2nnc(-c3ccccc3F)n2)cc1	5	-0.5	2	5	-3	0.1	97	1	-0.1	2
COc1cccc(/C=C/c2[nH]c(=O)[nH]c(=O)c2[N+](=O)[O-])c1O	-2	-0.4	32*	1	-3	-1.4	102	0	-0.1	-6
COc1ccc(Cc2nc3c([nH]2)c(=O)n(C)c(=O)n3C)cc1OC	-41	-2.2	-10	1	15	-2.3	97	0	0.1	2
Cc1cccc(C(=O)NCC(=O)OCC(=O)NC2CCCCCCC2)c1	16	-0.5	0	-1	-2	-0.5	102	-1	0.2	-5
Cc1ccc(C)c(NC(=O)/C(C#N)=C/c2ccc[nH]2)c1	2	-0.3	6	-3	-5	-4.0	98	-3	0.2	-2
COc1ccc(OCC(Cn2cnc3ccccc32)OC(C)=O)cc1 (stereo not drawn)	5	1.3	-3	1	4	-0.3	95	1	0.0	-7
N/C(CSc1ccc(Cl)cc1)=N\NC(=O)c1ccncc1	0	-1.1	-2	4	10	-0.2	97	1	0.4	-6
O=C(Nc1ccc2c(c1)OCO2)C1CCN(C(=O)c2ccc([N+](=O)[O-])cc2)CC1	25	1.2	-7	-2	-2	-0.7	98	2	0.3	4
COc1ccccc1C(C)NCC(=O)Nc1ccccc1C(F)(F)F (stereo not drawn)	2	2.8	3	8	4	0.8	97	-2	0.2	0
CC(C)CNc1nc2c(c(=O)n(C)c(=O)n2C)n1Cc1cccc(Br)c1	9	9.8	-6	5	33	-1.2	95	-2	0.2	1
COc1ccc(/C=C/C(=O)OCC(=O)Nc2cccc(C(C)=O)c2)cc1	-3	-0.7	-4	-5	-9	-2.1	99	1	0.0	-3
O=C1c2ccccc2NC(c2ccccn2)N1c1ccc(Cl)cc1 (stereo not drawn)	8	-3.0	4	-7	-4	-0.9	105	-1	0.1	-3
C=CCNC(=O)CN(c1cc(Cl)ccc1OC)S(=O)(=O)c1ccc(C)c([N+](=O)[O-])c1	23	-1.2	-1	-6	-1	2.8	94	-2	-0.5	-4
O=C1C(c2ccc(F)cc2)N(CC2COc3ccccc3O2)C(=O)CN1C1CCCCC1 (stereo not drawn)	-1	-0.9	-4	3	2	-0.1	97	1	0.4	-2
O=C(NC1CCCCC1)c1cc(Cl)nc2ccccc12	4	5.8	0	0	0	-0.8	95	0	0.0	-1
CNC(=S)N1CCN(CCNC2=CC(=O)CC(C)(C)C2)CC1	-1	-0.7	0	-2	3	-2.3	88	0	0.0	-1
CCOC(=O)CS(=O)(=O)CC(=O)Nc1ccc([N+](=O)[O-])cc1OC	-4	-0.7	-9	2	6	2.3	94	0	0.2	-4
CC(=O)c1cc(CN2CCN(CCC(C)C)C(CCO)C2)cs1 (stereo not drawn)	-1	0.5	-5	-6	3	-1.2	102	1	-0.1	2
CC(C)c1cc(C(=O)NCc2ccco2)no1	-5	-0.5	17	6	1	-0.7	104	1	0.4	-7
CN1CCN(C2=Cc3ccc(Cl)cc3Sc3ccc(F)cc32)CC1	5	-0.3	29*	-3	-10	0.1	93	-3	3.5	16
COCc1cc(C)nc2sc(C(=O)Nc3ccc(OC)cc3)c(N)c12	-5	-0.4	5	6	7	-0.5	96	1	0.1	1
CC(=O)NCCNC(=O)C1(C)Cc2c(-c3ccc(NC(C)=O)cc3)ccnc2O1 (stereo not drawn)	0	9.2	-7	-3	-1	-1.9	100	0	-0.4	5

Compound activity deposited in PubChem BioAssay by several laboratories.
